Eya2 phos inh = Eya2 (human) phosphatase inhibition. recombinant Eya2, OMFP fluorescence dephosphorylation (OMFP is methylfluorescein phosphate). Potency, µM (top dose mostly 76.9 µM), for the others: top-dose activity, negative = inhibition, hits mostly inhibitors. 330,000 tested, 0.006% active; also: potency is read from the fitted curve at half-maximal effect; % is scaled to controls: 0 for no effect and ±100 for the full control effect
Target sequence (O00167 whole entry, looked up): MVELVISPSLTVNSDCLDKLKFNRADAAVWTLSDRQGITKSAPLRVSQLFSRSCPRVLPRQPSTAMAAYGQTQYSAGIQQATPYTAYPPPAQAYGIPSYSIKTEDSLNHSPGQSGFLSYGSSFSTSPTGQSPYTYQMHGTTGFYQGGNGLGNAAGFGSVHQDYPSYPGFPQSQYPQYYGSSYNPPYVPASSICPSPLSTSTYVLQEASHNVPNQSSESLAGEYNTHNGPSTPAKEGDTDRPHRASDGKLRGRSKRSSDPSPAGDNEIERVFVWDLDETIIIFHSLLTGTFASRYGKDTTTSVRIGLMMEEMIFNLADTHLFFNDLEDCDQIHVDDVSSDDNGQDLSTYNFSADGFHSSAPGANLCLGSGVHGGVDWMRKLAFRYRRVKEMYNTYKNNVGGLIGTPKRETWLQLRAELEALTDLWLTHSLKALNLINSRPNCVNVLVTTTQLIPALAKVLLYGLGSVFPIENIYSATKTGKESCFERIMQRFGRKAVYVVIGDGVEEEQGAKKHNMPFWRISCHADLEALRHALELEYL
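Eya2 (0.2 uM) preincubated 10 min at ambient with compound, then OMFP substrate added at 50 uM; 10 min reaction in 50 mM HEPES pH 7.5, 50 mM NaCl, 5 uM MgCl2, 0.05% BSA, 1 mM DTT. Fluorescence read at Ex 485/Em 525 nm.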
Mito fusion yeast = inhibitors of mitochondrial division or activators of mitochondrial fusion | S. cerevisiae fusion-defective mutant growth rescue, CellTiterGlo 48 h | Potency, µM (top dose mostly 46.1 µM), inactives show at the top dose growth rescue (activation), actives largely listed as activators | 320,000 tested, 0.23% active | AID 485298;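 also: potency is read from the fitted curve at half-maximal effect; % of control where 0% means no effect; nearly all actives have a fitted effect of over 45% in size; temperature-sensitive fusion mutants such as fzo1-1 at 37 °C on non-fermentable ethanol glycerol medium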
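Read-out: ATP-based luminescence (CellTiterGlo, 10 min ambient) reporting growth of fusion-defective ts yeast after 48 hours at 37C on glycerol/ethanol YPEG medium in the presence of compound.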
Tb PFK inh = T. brucei PFK enzyme inhibition | Potency, µM (top dose mostly 57.5 µM), inactives show at the top dose activity, negative = inhibition, actives largely listed as inhibitors | T. brucei PFK, ADP-Glo luminescence | 330,000 tested, 0.17% active;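 also: potency is read from the fitted curve at half-maximal effect; 0% = uninhibited 1x PFK enzyme wells and -100% = no-enzyme wells; nearly all actives have a fitted effect of over 60% in size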
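Activity is normalized to no-enzyme wells (full inhibition) and 1.25 nM enzyme wells (no inhibition). Reaction: 0.5 mM F6P, 0.1 mM ATP, 45 min RT, ADP-Glo luminescence; concentration-response curves fitted and classed by quality.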
PTAP TSG101 blk = blocks PTAP/TSG101 interaction to inhibit HIV-1 budding; 340,000 tested, under 10 active; Fluorescence polarization, FITC-PTAP peptide / Tsg101 binding; Potency, µM (titrated, usually from 115 µM), inactives show at the highest dose activity change, negative = inhibition, actives largely listed as inhibitors; Q99816; active = well fitted inhibition curve with a large enough effect in the main read-out, with a control signal flat, not every such curve was filed as active; inconclusive = small, poorly fitted or top-dose-only effect, or effect the other way, or a change in a side signal; inactive = no such curve, though single readings can be large or run the other way; also: potency is read from the fitted curve at half-maximal effect; % of control where 0% means no effect
Target sequence (Q99816 whole entry, looked up): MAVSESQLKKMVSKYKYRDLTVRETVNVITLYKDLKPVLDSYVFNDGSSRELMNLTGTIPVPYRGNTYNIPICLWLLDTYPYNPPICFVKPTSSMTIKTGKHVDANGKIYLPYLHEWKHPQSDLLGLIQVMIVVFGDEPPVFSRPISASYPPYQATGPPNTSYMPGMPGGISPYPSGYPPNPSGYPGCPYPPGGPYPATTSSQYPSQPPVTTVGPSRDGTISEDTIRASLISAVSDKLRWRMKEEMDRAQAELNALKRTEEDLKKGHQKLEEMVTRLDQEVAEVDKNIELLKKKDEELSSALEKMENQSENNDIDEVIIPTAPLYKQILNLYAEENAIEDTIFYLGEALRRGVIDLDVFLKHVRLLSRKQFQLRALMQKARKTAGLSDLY
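Tsg101 binding domain (10 uM final) was mixed with compound and a FITC-labeled PTAP peptide (50 nM final) in HEPES pH 7.5 buffer with NaCl, Tween 20, EDTA and TCEP; fluorescence polarization was read after 20 min at r.t.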
ELG1 repair inh = inhibitors of ELG1-dependent DNA repair in HEK293T cells; HEK293T ELG1-luciferase reporter, luminescence, 16 h; DNA damage induced by 5-fluorouridine; Potency, µM (highest dose often 46.1 µM), for the others: at the highest dose activity change, negative = inhibition, actives largely listed as inhibitors; 330,000 tested, 2.3% active; also: potency is read from the fitted curve at half-maximal effect; % is scaled to controls: 0 for no effect and ±100 for the full control effect; nearly all actives have a fitted effect of over 55% in size
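DMSO vehicle served as the neutral condition. Each well held 2,000 cells given 5-fluorouridine plus compound; after 16 hr at 37 °C/5% CO2, ONE-Glo was added and luciferase measured 30 min later.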
TCR activator = activators of T cell receptors. primary human leukocytes, anti-CD3, IL-2 HTRF, 48 h. Potency, µM (top dose mostly 9.22 µM), without a hit: top-dose activation of IL-2 secretion, hits mostly activators. 330,000 tested, under 10 active. AID 504894; also: % of control where 0% means no effect
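Compounds are tested in HTS on primary human leukocytes co-incubated with a-CD3 beads for 48 hr. IL-2 output is measured by time-resolved FRET.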
BCR signal inh = inhibitors of chronic active B-cell receptor signaling. ABC-DLBCL IkBa-CBG/CBR reporter, luminescence ratio, 4 h. Potency, µM (doses to about 46.1 µM), for inactives: top-dose ratio change, negative = lower green/red ratio, hits mostly inhibitors. 340,000 tested, 0.05% active. AID 493014; active = well fitted inhibition curve with a large enough effect in the signal ratio, with a control signal flat, not every such curve was filed as active; inconclusive = small, poorly fitted or top-dose-only effect, or effect the other way, or a change in a side signal; the % refers to the signal ratio;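 also: potency is read from the fitted curve at half-maximal effect; plate controls were basal doxycycline-induced cells for no effect and cells given 10 µM MG132 for full effect; MG132 reads +100%, hits lower the ratio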
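Compounds up to 46 uM were incubated four hours with TMD8 cells whose green CBG68 luciferase is fused to IkappaBalpha; red CBR luminescence normalised the signal, and concentration-effect curves were fitted to fusion, red and ratio data.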
Integrin act MD = activators of alpha7 integrin expression for muscular dystrophy; 350,000 tested, 0.064% active; alpha7betagal myoblasts, beta-gal FDG fluorescence, 48 h; Potency, µM (doses to about 38.3 µM), inactives show at the top dose activation, actives largely listed as activators; AID 624291;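 also: potency is read from the fitted curve at half-maximal effect; 100% = response of the positive control SU9516; nearly all actives have a fitted effect of over 60% in size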
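alpha7betagal+/- myoblasts (passage 13, 250/well) treated 48 h at 37C with compounds at 1:260 dilution of DMSO stock. Lysed, then beta-galactosidase activity read as FDG fluorescence (ex 480/em 540) after 30 min, with pre-read for autofluorescence.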
TSHR antag = antagonists of human thyroid stimulating hormone receptor. activity change, negative = inhibition, % at 11.5 µM. P16473. AID 504810. TSHR-expressing cells, TSH-stimulated cAMP HTRF, 2 h; hits give low values. 330,000 tested, 0.2% active;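 active = activity change below a set negative limit, meaning inhibition stronger than a set level, cut at about -70% in these data; inconclusive = activity change between two set negative limits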; also: % is scaled to controls: 0 for no effect and ±100 for the full control effect
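TSHR-expressing cells were treated with compounds, then stimulated with TSH at EC80 (4nM final) for 2 hours at 37 deg C. Cellular cAMP was measured by HTRF competition between lysate cAMP and cAMP-d2 for a cryptate-labelled anti-cAMP antibody.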
S-ASM inh = inhibitors of human secretory acid sphingomyelinase | P17405 | placental ASM, HMU-PC fluorogenic substrate, 60 min | Potency, µM (top dose mostly 57.5 µM), for inactives: at the top dose activity change, negative = inhibition, actives largely listed as inhibitors | 340,000 tested, 0.006% active; also: potency is read from the fitted curve at half-maximal effect
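Steps: dispense placental human ASM, pin compound, wait 10 min at room temperature, add HMU-PC0 substrate at 9 uM final, incubate 60 min at 37 °C, add stop solution raising pH to 10, read fluorescence.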
AT treatment = potential ataxia-telangiectasia treatment; 320,000 tested, 0.19% active; […] A-T fibroblasts, KAP-1 phosphorylation AlphaLISA; neocarzinostatin DNA damage 30 min before lysis; Potency, µM (top dose mostly 57.5 µM), without a hit: at the top dose activation, most hits filed as activators; also: potency is read from the fitted curve at half-maximal effect; % of control where 0% means no effect; nearly all actives have a fitted effect of over 45% in size
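hTERT-immortalized A-T patient fibroblasts ([…]), 500 cells/well in OPTI-MEM, 1% FBS, got compounds for 60 min, then NCS for 30 min at 37C. Lysates were then assayed for phospho-KAP-1 by AlphaLISA (anti-pKAP1 donor, anti-KAP1 acceptor beads), 6 hr at 25C.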
The depositor's hits bear a star; ? = inconclusive; . = not tested or not shown; [ ] = another dose, or the depositor's remark. Unless noted, calls follow the shape of the dose curve; as a rule, active = well fitted curve in the direction sought with a large enough effect; inconclusive = small, poorly fitted or top-dose-only effect, or another doubt; inactive = no such curve, though single readings can be large; an effect the other way counts as inactive or inconclusive.

Below each compound: Eya2 phos inh | Mito fusion yeast | Tb PFK inh | PTAP TSG101 blk | ELG1 repair inh | TCR activator | BCR signal inh | Integrin act MD | TSHR antag | S-ASM inh | AT treatment
> O=C(CSc1nc2ccccc2[nH]1)N/N=C/C=C/c1ccccc1[N+](=O)[O-]
 : 2.2% | -5.5% | 0.0% | -1.2% | ? | 2.9%[46.1 µM] | -9.6% | 26.3% | -15.0 | 2.6% | 10.9%
> CCn1ccc(-c2ccccc2)c(C#N)c1=O
 : -6.2% | -0.7% | 3.3% | -2.8% | 0.0% | -3.5% | -0.2% | 7.8% | -2.9 | 5.9% | 1.2%
> CC(C1CCN(Cc2nc(C3CC3)no2)CC1)N1CCOCC1 (configuration not stated)
 : 1.7% | 0.7% | 10.4% | -6.0% | 9.8% | 1.4% | -5.3% | -3.6% | -6.6 | -2.2% | 2.1%
> COc1ccccc1NC(=O)C(C)N(C)CCOc1ccccc1 (configuration not stated)
 : -2.4% | 5.5% | -18.7% | 1.0% | ? | -1.9% | -9.8% | -15.9% | 14.6 | 2.9% | 8.3%
> Cc1ccc(NC(=S)NNC(=O)Cn2nc(C(F)F)cc2C(F)F)cc1
 : -0.8% | -2.6% | -7.1% | 1.2% | -1.7% | -0.4%[46.1 µM] | 0.1% | 0.9% | -2.4 | -2.3% | 6.4%
> COC(=O)CCCC(=O)Nc1c(F)c(F)c(F)c(F)c1F
 : 12.5% | -0.5% | -1.0% | -1.3% | 5.0% | -1.6% | -14.0% | 14.5%[7.66 µM] | 0.5 | 7.0% | 2.5%
> COc1ccc(N2CCN(C3CCCN(C(=O)CN4CCCCC4=O)C3)CC2)cc1 (configuration not stated)
 : -2.9% | -1.8% | -5.5% | -5.1% | 25.6% | -1.9% | 0.0% | 1.0% | 6.9 | -0.7% | 5.8%
> COc1cc(S(=O)(=O)Nc2ccc(C)cc2)ccc1N=Cc1c(C)[nH]n(-c2ccccc2)c1=O
 : -6.4% | -2.5% | 2.0% | -9.0% | ? | 1.2%[46.1 µM] | ? | 25.1% | -12.9 | . | 14.2%
> CCOC(=O)C1=C(COC(=O)/C=C/c2ccccc2F)NC(=O)NC1C (configuration not stated)
 : -12.4% | 7.1% | -0.2% | -6.0% | -5.4% | -21.1% | -10.6% | -0.5% | -8.9 | -2.4% | 3.9%
> NCCSc1c(-c2ccccc2)[nH]c2ccccc12
 : -13.8% | -7.6% | 1.2% | -1.2% | -3.5% | 1.0% | -21.9% | -60.0%[inhibitor] | -5.4 | -6.2% | 4.6%
> CCCn1c(N2CCN(S(=O)(=O)Cc3ccccc3)CC2)nc2ccccc21
 : 20.6% | 4.2% | -4.2% | -7.9% | -17.0% | 5.9% | -6.5% | -11.3% | -4.4 | 0.4% | -3.8%
> Cc1nnc(SCC(=O)NC2CCS(=O)(=O)C2)n1-c1ccccc1 (configuration not stated)
 : -2.7% | 2.5% | -0.8% | 1.6% | 7.5% | -3.3% | -0.4% | 5.9% | -1.6 | -2.2% | -0.6%
> COc1cc(/C=N/NC(=O)C2(O)c3ccccc3-c3ccccc32)ccc1O
 : -5.4% | -2.9% | 0.0% | -0.6% | ? | 4.4%[46.1 µM] | -14.7% | 7.6% | 4.3 | 15.9% | -7.9%
> CCCCn1nc(C(=O)Nc2ccc(-n3cnnn3)cc2)c2ccccc2c1=O
 : -2.3% | 2.3% | 5.9% | -0.2% | 7.3µM* | -7.8% | 0.1% | 1.7% | -13.0 | 4.7% | 2.1%
> Fc1ccc(CN2CC[C@H]3C=CCc4cccc(c43)C2)cc1
 : -23.6% | -2.5% | 2.3% | -0.3% | 11.5% | 4.7% | -0.3% | 30.5% | -10.7 | 8.3% | ?
> NC(=O)NC(=O)COC(=O)CN1C(=O)C2CCCCC2C1=O (configuration not stated)
 : 5.3% | -1.0% | -1.5% | 0.3% | ? | 6.1%[46.1 µM] | 6.3% | 23.6% | -4.2 | 2.2% | 1.5%
> CCN(CC)C(=O)c1ccc(C(=O)c2c(C)cc(C)cc2C)cc1
 : -30.8% | 0.1% | 2.6% | -3.8% | ? | 15.3% | -3.3% | -6.4% | -4.7 | 3.0% | 0.5%
> O=C(Cc1ccccc1)Nc1ccc2oc(=O)ccc2c1
 : -7.4% | -15.4% | -8.7% | -2.1% | 10.1% | . | 1.8% | 19.4% | -2.1 | 7.3% | -3.1%[11.5 µM]
> CCC1CCCCN1CCN1C(=O)C2C(C(=O)Nc3ccc(OC)cc3)C3C=CC2(O3)C1C(=O)NC1CCCCC1 (configuration not stated)
 : 1.6% | -4.5% | -1.8% | -4.0% | ? | 2.4% | 0.4% | -47.7%[inhibitor] | -2.8 | -0.5% | -4.1%
> COc1cc(C(=O)N2CCN(C(=O)c3ccco3)CC2)c([N+](=O)[O-])cc1OC
 : 8.0% | 7.4% | 5.7% | 1.4% | -11.3% | -3.4% | -0.4% | -10.9% | -3.0 | 0.5% | 1.0%
> O=C(N/N=C/c1cccnc1)c1ccco1
 : -21.1% | 0.4% | -1.8% | -1.1% | ? | 4.1% | -2.3% | 4.9% | 13.4 | 2.5% | -3.9%
> COC(=O)c1ccc(C(=O)OC)c(NC2=NS(=O)(=O)c3ccccc32)c1
 : 0.8% | 2.5% | -0.4% | . | 3.5% | . | ? | -10.7% | 2.4 | 31.7% | -2.5%
> OCCN1CCOCCN(CCO)CCOCC1
 : 4.8% | -4.3% | -1.9% | 0.0% | 2.4% | 9.8% | -2.3% | 4.1% | -7.0 | 1.7% | 3.7%
> Cc1[nH]c2ccccc2c1SCC(=O)Nc1nccs1
 : 4.4% | 10.5% | -0.6% | -0.7% | ? | 5.5% | ? | 6.6% | 0.6 | -2.5% | -2.4%
> Cc1cc(C(F)F)n2nc(C(=O)Nc3ccccc3F)nc2n1
 : 7.5% | 3.5% | 20.1% | 2.0% | 7.3% | -30.3% | ? | 18.6% | -5.1 | -0.2% | -2.7%
> [O-][n+]1onc2c1C(N1CCOCC1)CCC2N1CCOCC1 (configuration not stated)
 : 7.7% | -0.3% | -4.5% | -5.5% | 6.5% | 4.4% | -1.2% | 6.2% | -1.2 | 10.3% | -1.0%
> CC(=O)N1CCN(C(=O)c2ccc(NS(=O)(=O)c3ccc4[nH]c(=O)[nH]c4c3)cc2)CC1
 : -15.5% | -0.8% | 0.6% | -0.5% | 18.5% | . | -0.7% | 0.1% | 2.5 | -3.8% | 2.9%
> O=C(O)CCC(=O)NNC(=O)CCCOc1ccc(Cl)cc1Cl
 : -17.8% | -1.6% | -20.7% | -4.8% | 9.2% | 1.0% | -1.3% | -14.9% | -0.7 | 2.2% | 4.7%
> NC(=O)COC(=O)[C@H](Cc1ccccc1)NS(=O)(=O)c1ccc2c(c1)OCCO2
 : -8.6% | -4.1% | -4.0% | -7.1% | -13.6% | 3.2% | -1.2% | 15.4% | 1.5 | 7.6% | 8.5%
> O=C(NCCc1ccccc1)C(=O)NC1CCCCC1
 : 4.9% | -1.0% | 2.7% | -9.4% | ? | -17.9% | -0.4% | ? | 0.9 | 0.9% | 3.6%
> OC(COc1ccc(F)cc1)CN1CCN(CC(O)COc2ccc(F)cc2)CC1 (configuration not stated)
 : -17.4% | -19.2% | -1.7% | -1.3% | -0.3% | 2.3% | ? | 4.6% | -0.8 | 0.5% | -10.3%
> Cc1ccc(S(=O)(=O)CCC(=O)OCC(=O)Nc2cc(C)on2)cc1
 : 8.6% | 1.4% | 3.5% | -0.4% | 2.0% | 1.8% | ? | 8.9% | -22.6 | -0.2% | 4.3%
> CCn1c(=O)c(=O)[nH]c2cc(C(=O)NCc3ccc(F)cc3)ccc21
 : -2.1% | 11.0% | -2.1% | -0.4% | 7.4% | -4.6% | 1.3% | 5.3% | -7.1 | 0.7% | 3.3%

Assay outcomes as filed in PubChem.

No enrichment for hits. About 3.2% of those tested had a hit in this group.
